Compound activity deposited in PubChem BioAssay by Sanford-Burnham Center for Chemical Genomics.
XBP1 UPR activ: activators of adaptive arm of unfolded protein response (XBP1) | hit rate 0.33% among 330,000 | activation, % at 20 µM | CHO-XBP1 luciferase reporter, IRE1-XBP1 UPR activation, luminescence; percent of tunicamycin response, DMSO as zero;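 active = versus positive control, 20 µM dose yields 30% or more activation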;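 note: 100% = tunicamycin at 10 µg/mL and 0% = DMSO only wells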
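Material: CHO cell line with stable XBP1 luciferase reporter; buffer or medium: F12 medium containing 10% fetal bovine serum; compound: single point, 20 µM final compound, 1% DMSO; incubation: 6 h treatment, 37 °C; measured by: glow luminescence from Steady-Glo reagent; evaluation: activation, % of tunicamycin; control set: tunicamycin high, DMSO low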
EBI2 antag: blocks human EBI2 receptor beta-arrestin signaling; EBI2 beta-arrestin recruitment, luminescence, 7a,25-OHC stimulated; inhibition, % at 5 µM; hit rate 0.81% among 360,000; AID 651636; in the data active = inhibition above about 38%;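 note: enzyme fragment complementation signal reports receptor beta-arrestin coupling in cells; 0% = agonist plus DMSO wells and 100% = wells without agonist; some results beyond the cut were filed as inactive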
Target sequence (P32249 whole entry, looked up, the tested form may be a part): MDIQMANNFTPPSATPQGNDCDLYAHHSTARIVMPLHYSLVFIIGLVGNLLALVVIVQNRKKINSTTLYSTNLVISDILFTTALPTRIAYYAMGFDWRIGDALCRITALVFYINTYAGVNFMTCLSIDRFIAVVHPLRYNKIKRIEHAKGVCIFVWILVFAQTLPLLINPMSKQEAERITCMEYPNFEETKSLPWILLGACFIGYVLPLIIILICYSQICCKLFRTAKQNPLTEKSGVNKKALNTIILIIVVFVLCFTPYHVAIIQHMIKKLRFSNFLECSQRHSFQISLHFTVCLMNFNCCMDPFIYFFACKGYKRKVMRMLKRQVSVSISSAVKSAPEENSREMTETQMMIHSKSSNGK
tim23-1 inh: growth inhibitors of tim23-1 mutant yeast; S. cerevisiae tim23-1 growth, BacTiter-Glo luminescence, 24 h; inhibition, % at 20 µM; hit rate 1.3% among 330,000;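 active = growth inhibition of the mutant yeast at or above 50%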;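 note: temperature-sensitive mutant grown at 25 °C; plate controls were DMSO-treated mutant yeast for no effect and medium wells lacking yeast for full effect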
APJ antag: APJ receptor antagonism; CHO-K1 APJ beta-arrestin complementation, luminescence; hit rate 0.32% among 330,000; inhibition, % at 20 µM; P35414;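 active = inhibition above about 40% at 20 µM, limit read from the data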;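 note: cells challenged with 10 nM apelin-13 agonist together with compound; plate controls were apelin-13 plus DMSO wells for no effect and DMSO wells lacking apelin-13 for full effect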
CXCR6 inh: inhibitors of human CXCR6 receptor. O00574. CHO-K1 PathHunter CXCR6 beta-arrestin, luminescence. inhibition, % at 20 µM. hit rate 0.36% among 360,000; in the data active = inhibition above about 34%, passing the limit was not always enough;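 note: antagonist mode with CXCL16 agonist at 10 nM final; 0% = 10 nM CXCL16 with DMSO and 100% = unstimulated wells without agonist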
Target sequence (O00574 whole entry, looked up): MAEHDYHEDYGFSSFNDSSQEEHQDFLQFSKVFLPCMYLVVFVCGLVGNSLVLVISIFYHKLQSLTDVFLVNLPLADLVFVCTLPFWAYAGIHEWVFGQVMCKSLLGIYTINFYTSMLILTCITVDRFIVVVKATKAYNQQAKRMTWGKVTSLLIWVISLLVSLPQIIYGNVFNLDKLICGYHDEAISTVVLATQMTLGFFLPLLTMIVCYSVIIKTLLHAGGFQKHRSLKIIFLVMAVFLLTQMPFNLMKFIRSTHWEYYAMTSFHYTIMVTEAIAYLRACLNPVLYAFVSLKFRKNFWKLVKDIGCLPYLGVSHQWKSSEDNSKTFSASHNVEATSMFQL
CHOP UPR activ: apoptotic UPR (CHOP) activation; CHO-CHOP luciferase reporter, luminescence; percent of tunicamycin response over DMSO baseline; hit rate 0.34% among 330,000; activation, % at 10 µM;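 active = at 10 µM dose, activation of 40% or more, normalized to positive control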;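 note: 100% = tunicamycin at 10 µg/mL and 0% = DMSO alone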
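assay system = CHO CHOP reporter cells | amount = 500 CHO-CHOP cells per well | buffer or medium = F12 with 10% FBS | incubation = 16-18 h cell attachment, then 6 h compound exposure, 37 °C | detection = luminescence read with Steady-Glo | read-out = percent activation relative to tunicamycin control | controls = tunicamycin high control, DMSO low control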
Mdm2-MdmX inh: disrupts the human Mdm2-MdmX interaction; SaOS-2 split-luciferase Mdm2/MdmX complementation, luminescence; inhibition, % at 8 µM; O15151+Q00987; hit rate 3% among 330,000;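 active = inhibition of at least 50% at 8 µM in the primary screen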
CCR6 antagonist: blocks CCL20-driven beta-arrestin recruitment at human CCR6. P51684. hit rate 0.49% among 340,000. CHO-K1 CCR6 PathHunter beta-arrestin, luminescence, CCL20-stimulated. inhibition, % at 20 µM;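 active = compounds whose inhibition of the agonist-driven luminescence signal at 20 µM reaches about 50%, limit read from the data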;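 note: cells stimulated with CCL20 at 14 nM final; plate controls were DMSO with CCL20 for no effect and DMSO without agonist for full effect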
Target sequence (P51684 whole entry, looked up): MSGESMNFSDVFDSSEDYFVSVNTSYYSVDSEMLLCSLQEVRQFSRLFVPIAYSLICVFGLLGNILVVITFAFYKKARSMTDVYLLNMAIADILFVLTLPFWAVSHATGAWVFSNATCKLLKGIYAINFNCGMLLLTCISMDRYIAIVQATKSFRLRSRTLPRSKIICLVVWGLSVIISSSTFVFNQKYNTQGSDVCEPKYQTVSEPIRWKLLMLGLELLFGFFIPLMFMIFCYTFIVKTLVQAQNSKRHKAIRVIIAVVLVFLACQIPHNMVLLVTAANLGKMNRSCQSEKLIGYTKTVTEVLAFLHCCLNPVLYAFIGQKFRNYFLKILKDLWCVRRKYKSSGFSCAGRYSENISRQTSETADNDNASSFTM
APJ agonist: agonists of human APJ apelin receptor; CHO-K1 APJ PathHunter beta-arrestin, luminescence; 0% DMSO wells, 100% apelin; P35414; hit rate 0.11% among 330,000; activation, % at 20 µM; AID 2520;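 active = activation more than six SD over the plate average, tested at 20 µM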;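 note: 0% = DMSO alone and 100% = apelin-13 at 10 nM; some results filed as inactive read as strong as hits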
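Material: engineered CHO-K1 APJ arrestin reporter cells; amount: 1000 CHO-K1 reporter cells seeded per well; incubation: compound stimulation 90 min at 25 °C, detection 60 min; signal: luminescent beta-gal fragment complementation, chemiluminescent substrate; read-out basis: APJ agonist activity; controls: DMSO-only wells as negative, 10 nM Apelin-13 as positive control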
* hit, by the source's call; x = not tested or not shown.

SMILES | XBP1 UPR activ | EBI2 antag | tim23-1 inh | APJ antag | CXCR6 inh | CHOP UPR activ | Mdm2-MdmX inh | CCR6 antagonist | APJ agonist
CCN(C(=O)COC(=O)/C=C/c1cnc2ccccc2n1)C1CCS(=O)(=O)C1 (stereo unspecified) | 0 | 5 | 10 | -10 | -8 | -1.8 | -19 | 2 | 3
COC(=O)c1ccccc1NC(=O)N1CCN(C(=O)c2ccco2)CC1 | 2 | 4 | 12 | -7 | -4 | 0.4 | 8 | 1 | 0
Cc1ccc(-n2c(=O)[nH]cc(C(=O)N3CCc4ccccc43)c2=O)cc1 | -2 | 13 | -1 | -6 | -8 | 0.4 | 16 | 1 | 4
CCN1C(=O)[C@H]2[C@@H](c3ccc(-c4ccc(OC)cc4)cc3)N3CCC[C@@]3(C(=O)OC)[C@H]2C1=O | 1 | 6 | 23 | 32 | -2 | 3.7 | 22 | 6 | -6
COCCCNC(=O)C[C@H]1C[C@H](C(=O)N2CCOCC2)[C@@]2(CCC3CCCC3)c3[nH]c4cc(CCC(=O)N(C)C)ccc4c3CCN2C1=O | 1 | -5 | 32 | x | 2 | 3.3 | -6 | -2 | x
O=C(Nc1ccc(Oc2ncnc3cc(Cl)ccc23)nc1)Nc1cccc(C(F)(F)F)c1 | -3 | 4 | 2 | 12 | -3 | 1.9 | -19 | 6 | 4
N=C(CC1CC(=O)NC(=O)C1)C1=C(O)CCCC1=O | 2 | -3 | -10 | -18 | -4 | 1.9 | 7 | 8 | -1
COc1ccc(/C=C/C(=O)NC(=S)Nc2ccc(S(=O)(=O)N=C(N)N)cc2)cc1OC | -4 | 3 | -20 | 17 | 14 | 0.8 | 38 | 18 | -2
CSc1nc(SC(C)C(=O)O)c2c3c(sc2n1)COC(C)(C)C3 (stereo unspecified) | 3 | 0 | 5 | 11 | -8 | 0.4 | 0 | 2 | -4
COc1cc(CN2CCCC(CO)(Cc3ccccc3)C2)ccc1O (stereo unspecified) | 1 | -3 | -12 | 12 | -2 | -0.3 | 34 | 5 | -1
CCCN(C(=O)c1ccc(N2CCCC2=O)cc1)C1CCS(=O)(=O)C1 (stereo unspecified) | 1 | -4 | -3 | -9 | 1 | 1.6 | 9 | -5 | -3
COC(=O)C(NC(C)=O)(Nc1nc2c(s1)CCCC2)C(F)(F)F (stereo unspecified) | -2 | 4 | 16 | -4 | -6 | 2.0 | 5 | -3 | 2
c1ccc(CSc2ccc(-c3ccccn3)nn2)cc1 | 1 | 4 | 22 | 16 | -5 | 0.4 | 8 | 12 | -3
COc1cccc(C(=O)CC(C(=O)O)c2ccc(Cl)cc2)c1 (stereo unspecified) | 1 | 2 | 14 | -6 | 5 | -1.6 | 33 | 8 | -3
CCC1CC(CSC(=N)N)OC1=O (stereo unspecified) | -2 | -7 | -4 | 19 | -3 | 2.4 | 12 | 1 | -4
COC(=O)c1ccc(NS(=O)(=O)c2ccc(S(=O)(=O)N3CCOCC3)cc2)cc1 | -2 | 3 | -2 | 10 | -6 | 1.1 | -16 | 9 | -2
Cc1ccc(-c2ccccc2NC(=O)CCl)o1 | -4 | -8 | 27 | -13 | 1 | 3.4 | 19 | -13 | -1
COc1ccccc1NC(=O)CSc1nnc(NC(=O)c2ccco2)s1 | -2 | 15 | 18 | 17 | 1 | -0.6 | 5 | 9 | -2
O=c1ccnc(SCc2ccccc2Cl)[nH]1 | 2 | -4 | 9 | -9 | -1 | -1.1 | 9 | 13 | -1
O=C(Nc1ccc(C(=O)O)cc1)Nc1ccc(F)cc1F | 2 | -7 | 9 | -9 | 0 | 1.2 | -19 | 13 | -1

An excerpt from above in order of molecular weight, largest number first.
SMILES | XBP1 UPR activ | EBI2 antag | tim23-1 inh | APJ antag | CXCR6 inh | CHOP UPR activ | Mdm2-MdmX inh | CCR6 antagonist | APJ agonist
COc1ccccc1NC(=O)CSc1nnc(NC(=O)c2ccco2)s1 | -2 | 15 | 18 | 17 | 1 | -0.6 | 5 | 9 | -2
COC(=O)C(NC(C)=O)(Nc1nc2c(s1)CCCC2)C(F)(F)F (stereo unspecified) | -2 | 4 | 16 | -4 | -6 | 2.0 | 5 | -3 | 2
COc1cccc(C(=O)CC(C(=O)O)c2ccc(Cl)cc2)c1 (stereo unspecified) | 1 | 2 | 14 | -6 | 5 | -1.6 | 33 | 8 | -3

Remaining list, next part.
SMILES | XBP1 UPR activ | EBI2 antag | tim23-1 inh | APJ antag | CXCR6 inh | CHOP UPR activ | Mdm2-MdmX inh | CCR6 antagonist | APJ agonist
COc1ccccc1-c1c(C)[nH]n2c(=O)c(Cc3ccccc3)c(C)nc12 | -3 | 2 | 5 | -20 | 13 | 1.6 | 1 | 12 | -3
Cc1cc(C(=O)COc2ccccc2Cl)c(C)n1-c1ccc2c(c1)OCO2 | 1 | 20 | 16 | -6 | -2 | 4.6 | 15 | 21 | -2
C=C(C)CSc1nc(N)cc(=O)[nH]1 | -4 | -7 | 10 | 3 | 6 | -3.0 | -15 | 13 | -6
COc1ccccc1NC(=O)NNC(=O)c1ccc2c(c1)NC(=O)C(C)(C)O2 | -7 | -11 | 1 | -6 | -6 | -0.5 | -8 | 9 | -3
Cc1sc2nc(CN(Cc3cccs3)C(=O)NC3CCCCC3)[nH]c(=O)c2c1C | -2 | 4 | -11 | 4 | 7 | 1.0 | 9 | 15 | -4
Cc1cccc(NC(=O)CSc2nnc(-c3ccco3)o2)c1C | -5 | 0 | -5 | 11 | -3 | 1.3 | 19 | -15 | -1
OCCc1ccccc1 | -8 | x | 1 | -6 | x | -0.2 | -12 | -1 | 4
COc1ccc(NC(=O)c2cc3n(n2)C(C(F)(F)F)CC(c2ccco2)N3)cc1 (stereo unspecified) | -2 | 2 | -14 | -15 | -2 | 1.2 | 42 | -4 | -2
CCOC(=O)NC(c1cccc(Cl)c1)C1CCCCCC1=O (stereo unspecified) | 1 | 0 | 26 | 2 | -4 | 0.6 | -13 | 0 | 0
Cc1cc(C)c(NC(=O)CN)c(C)c1 | -5 | -9 | 4 | 1 | -6 | 2.9 | 10 | 0 | -3
O=[N+]([O-])c1ccc(Nc2ccccc2F)nc1 | -3 | 0 | 12 | 5 | 1 | -0.3 | 17 | 13 | -1
CC1CCCC(N2CCN(C(=O)c3cccc(F)c3)CC2)C1 (stereo unspecified) | -2 | 2 | 11 | 10 | -2 | -1.6 | 8 | 8 | 3
FC(F)(F)c1ccc(C2[C@H]3CN(Cc4ccc(-c5ccccc5)cc4)[C@H](c4ccccc4)C34CC2(c2cccnc2)C4)cc1 (stereo partly specified) | 1 | x | 21 | -81 | x | 1.0 | 54* | 6 | 0
C[C@H](CO)N1C[C@H](C)[C@@H](CN(C)Cc2ccccc2)Oc2c(NS(=O)(=O)c3ccc(F)cc3)cccc2C1=O | 0 | -7 | 3 | -1 | 2 | -0.1 | -2 | 0 | -2
CC(CNC(=O)c1ccc(C(C)(C)C)cc1)CN(C)C (stereo unspecified) | 2 | -7 | 0 | 7 | 2 | 0.1 | 2 | 7 | -4
CCOc1ccc(-n2c(SC)nc3c(c2=O)SCC3)cc1 | 0 | 3 | 1 | 14 | 0 | 2.7 | 6 | 8 | -2
O=c1[nH]c2ccccc2n1CCCOc1ccccc1 | 2 | 3 | 0 | -11 | -11 | -0.2 | -21 | 9 | -2
COc1ccc(/C=C/C(=O)Nc2cccnc2Cl)cc1 | 1 | 9 | 16 | -7 | 2 | 6.0 | -67 | 11 | 0
COc1ccc(CCN(CC(=O)NC2CCCC2)C(=O)CCC(=O)Nc2cc(C)on2)cc1OC | 2 | -1 | 36 | -2 | -2 | 0.8 | 8 | 4 | -3
O=c1ccc(-c2ccc(S(=O)(=O)Nc3ccccc3)o2)n[nH]1 | -1 | 2 | -11 | 17 | 3 | 0.1 | 3 | -5 | 2
O=C(CCc1nnc(CCC2CCCCC2)o1)NCCn1cccn1 | 1 | -4 | 6 | 2 | 7 | 0.1 | -9 | -2 | -3
CN1CC(=O)N(CC(=O)N2CCC(Cc3ccccc3)CC2)C1=O | -1 | -7 | -9 | -9 | 1 | 1.5 | -6 | 9 | -4
O=S(=O)(NCCc1ccccc1)c1cccs1 | -1 | -1 | 16 | -9 | 3 | 1.6 | 8 | 15 | 1
Cn1cc(S(=O)(=O)N2CCc3ccccc32)cc1C(=O)NC1CCCCC1 | -2 | 10 | -1 | -4 | -2 | 0.1 | 0 | 11 | 12
CCOc1ccc(NC(=O)CSc2n[nH]c(=O)n2-c2ccccc2)cc1 | -3 | -2 | 23 | 18 | -5 | -0.9 | 1 | 2 | 3
COc1ccc(-c2noc(-c3ccccc3C(=O)Nc3cccnc3)n2)cc1OC | 2 | 5 | 13 | 23 | 0 | -2.2 | 29 | 14 | 1
Cc1ccccc1NC(=S)NC1CC2CCC(C1)N2Cc1ccco1 (stereo unspecified) | 0 | -6 | 5 | 13 | 8 | 0.3 | -7 | -2 | 0
Cc1cccc(Cn2nc(C)cc2NC(=O)Cn2cc([N+](=O)[O-])cn2)c1 | -2 | -1 | 11 | -3 | -6 | 1.1 | 30 | 3 | 0
COc1ccc(OC)c(C(=O)N(C)C2CCCN(Cc3ccccc3F)C2)c1 (stereo unspecified) | -3 | 2 | 8 | 5 | 1 | -0.1 | 6 | 5 | 1
COc1ccc(CN2C(=O)COc3ccccc32)cc1 | -3 | 13 | 5 | 3 | -5 | -0.2 | 9 | 13 | -4
Cc1cc(-c2nn(-c3ccccc3F)cc2CNCCc2cnccn2)c(C)s1 | -2 | 6 | 28 | -25 | 0 | 1.0 | -4 | 10 | -5
O=S(=O)(NCCS(=O)(=O)N1CCN(c2ccccc2)CC1)c1ccccc1 | -4 | -1 | 11 | -31 | -8 | 1.0 | -9 | 21 | -1
COc1ccc(-c2cn(-c3ccc(C)c(C)c3)c(=S)[nH]2)cc1OC | -2 | -6 | 7 | -1 | -8 | -2.1 | 13 | -1 | 2
COc1cccc(OC)c1-c1nn2c(-c3cc(-c4ccccc4)n[nH]3)nnc2s1 | 2 | -5 | -13 | -20 | 6 | 4.4 | 26 | 15 | -4
COc1ccc(CNC(=O)C(=O)NC2CC(C)(C)NC(C)(C)C2)cc1 | -5 | 1 | 1 | 4 | 0 | -0.5 | 9 | 5 | -3
CC(NC(=O)c1ccccc1)c1nnc(SCC(=O)Nc2nnc(C3CC3)s2)n1C (stereo unspecified) | -5 | 8 | 4 | 4 | -3 | -0.8 | 20 | 1 | 0
O=C(N/C(=C/c1ccc(Cl)cc1)C(=O)N1CCOCC1)c1ccccc1 | -6 | -7 | 11 | -19 | -31 | 0.0 | 5 | 9 | 0
COc1cc(C(=O)N/N=C/c2ccsc2C)cc(OC)c1OC | 30* | -28 | 9 | 6 | 2 | -1.2 | 77* | 10 | -2
Cc1cc2nc3n(c2cc1C)CCCN3 | -3 | -2 | 2 | 9 | -5 | 0.6 | 14 | 8 | 0
CC(C)Cc1nc2sc3c(c2c(=O)n1N)CC(C(C)C)OC3 (stereo unspecified) | -3 | 8 | 5 | -2 | -10 | -1.8 | 6 | 11 | -2

The list is partial, so the mix of outcomes need not match the whole.
